From PubChem BioAssay
L3MBTL1 block – blocks human L3MBTL1 | AID 485360 | Potency, µM (titrated, usually from 57.1 µM), for inactives: at the highest dose activity, negative = inhibition, most hits filed as inhibitors | AlphaScreen L3MBTL1–H3K9me1 peptide binding | Q9Y468 | actives 0.66% (n = 230,000); further: nearly all actives have a fitted effect of over 60% in size
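Read-out is AlphaScreen signal from streptavidin donor and nickel chelate acceptor beads (10 ug/mL final each) bridging L3MBTL1 (50 nM) and biotinylated K9-monomethylated H3(1-15) peptide (75 nM), after 30 min compound exposure at room temperature.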
aGal spleen mod – inhibits or activates alpha-galactosidase in human spleen homogenate. P06280. human spleen homogenate, 4MU-alpha-Gal fluorescence, 40 min. Potency, µM (titrated, usually from 80 µM), inactives show at the top dose activity change, negative = inhibition, hits mostly inhibitors. actives 0.008% (n = 240,000). AID 2107;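 further: 0% = enzyme with vehicle and -100% = no enzyme basal signal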
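Spleen homogenate 1 ug + cpd (titration) + 4-MU-alpha-D-galactopyranoside 1 mM; 37C 40 min; 50 mM citrate/phosphate pH 5.0, 0.01% Tween-20; stop pH 10; fluorescence 365/440; AC50 via Hill.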
Tau fluor counter – counter-screen for tau fibril formation inhibitors. tau K18 P301L Alexa594 fluorescence, heparin fibrillization. Potency, µM (titrated, usually from 57.7 µM), without a hit: top-dose activity change, negative = decrease. actives 0.93% (n = 280,000). AID 1463; further: nearly all actives have a fitted effect of over 55% in size
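Human K18 P301L tau (15 uM unlabeled plus 0.24 uM Alexa 594-labeled, final) in 100 mM sodium acetate pH 7 was mixed with compound and 20 uM heparin and incubated 6 hr at 37 C.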
TexasRed fluor – alters Texas Red total fluorescence, flagging assay interference; TRb/SRC2 Texas Red total fluorescence interference; Potency, µM (titrated, usually from 106 µM), without a hit: at the top dose fluorescence change, negative = quenching; actives 0.29% (n = 280,000); AID 1479; active means well fitted curve in either direction with a large enough effect; inconclusive means small, poorly fitted or top-dose-only effect
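Flags fluorescent or light-absorbing compounds by total fluorescence, S + 2P, at 555 nm excitation and 632 nm emission. Mixture: 20 nM Texas Red SRC2 peptide, 0.6 uM human TRb LBD, 1 uM T3, 5% DMSO; compound exposure 5 h at ambient temperature.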
ALDH1A1 inh – inhibitors of human aldehyde dehydrogenase 1A1; Potency, µM (series often up to 75.3 µM), without a hit: at the top dose activity, negative = inhibition, actives largely listed as inhibitors; Purified ALDH1A1, NADH fluorescence, propionaldehyde substrate; AID 1030; actives 7.3% (n = 220,000); active means well fitted inhibition curve with a large enough effect, not every such curve was filed as active; inconclusive means small, poorly fitted or top-dose-only effect, or another doubt; inactive means no such curve, though single readings can be large or run the other way;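 further: plate controls were no enzyme wells and a reference inhibitor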
Target sequence (P00352 whole entry, looked up): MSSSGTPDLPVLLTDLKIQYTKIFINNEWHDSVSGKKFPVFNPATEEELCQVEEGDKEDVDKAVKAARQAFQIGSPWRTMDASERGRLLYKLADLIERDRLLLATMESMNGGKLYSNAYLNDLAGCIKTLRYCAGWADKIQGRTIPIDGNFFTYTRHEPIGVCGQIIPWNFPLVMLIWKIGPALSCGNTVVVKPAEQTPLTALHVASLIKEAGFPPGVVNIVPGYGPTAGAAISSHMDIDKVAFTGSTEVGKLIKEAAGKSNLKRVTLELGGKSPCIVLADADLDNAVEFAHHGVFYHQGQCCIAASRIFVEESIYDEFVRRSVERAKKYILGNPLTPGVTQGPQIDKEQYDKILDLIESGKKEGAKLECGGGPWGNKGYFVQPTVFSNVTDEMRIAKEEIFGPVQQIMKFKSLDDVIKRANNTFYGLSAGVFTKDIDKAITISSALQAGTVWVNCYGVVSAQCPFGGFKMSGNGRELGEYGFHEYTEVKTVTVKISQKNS
Tau FP inhib – blocks human tau fibril formation measured by polarization | AID 1468 | Potency, µM (highest dose often 57.7 µM), for inactives: at the highest dose activity, negative = inhibition, hits mostly inhibitors | actives 0.39% (n = 280,000) | P10636 | K18 P301L tau heparin fibrillization, Alexa594 FP, 6 h; further: nearly all actives have a fitted effect of over 55% in size
Target sequence (P10636 561-689 P618L limits assumed): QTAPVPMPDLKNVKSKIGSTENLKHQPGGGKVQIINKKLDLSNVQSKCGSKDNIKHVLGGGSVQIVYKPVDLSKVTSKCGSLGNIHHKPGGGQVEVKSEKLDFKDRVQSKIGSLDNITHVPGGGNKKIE
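FP of Alexa 594-tau after heparin (20 uM) induction. Substrate: human K18 P301L, 15 uM unlabeled, 0.24 uM labeled. Buffer 100 mM sodium acetate pH 7. 6 hr, 37 C.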
TRb SRC2 PPI – inhibitors of human thyroid hormone receptor beta-SRC2 interaction. P10828. TRbeta-SRC2 peptide binding, fluorescence polarization; receptor liganded with 1 µM T3. Potency, µM (top dose mostly 106 µM), for inactives: at the top dose activity change, negative = inhibition, hits mostly inhibitors. actives 0.065% (n = 280,000). AID 1469;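 further: plate controls were bound peptide for no effect and peptide without receptor for full effect; nearly all actives have a fitted effect of over 50% in size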
Target sequence (P10828 whole entry, looked up): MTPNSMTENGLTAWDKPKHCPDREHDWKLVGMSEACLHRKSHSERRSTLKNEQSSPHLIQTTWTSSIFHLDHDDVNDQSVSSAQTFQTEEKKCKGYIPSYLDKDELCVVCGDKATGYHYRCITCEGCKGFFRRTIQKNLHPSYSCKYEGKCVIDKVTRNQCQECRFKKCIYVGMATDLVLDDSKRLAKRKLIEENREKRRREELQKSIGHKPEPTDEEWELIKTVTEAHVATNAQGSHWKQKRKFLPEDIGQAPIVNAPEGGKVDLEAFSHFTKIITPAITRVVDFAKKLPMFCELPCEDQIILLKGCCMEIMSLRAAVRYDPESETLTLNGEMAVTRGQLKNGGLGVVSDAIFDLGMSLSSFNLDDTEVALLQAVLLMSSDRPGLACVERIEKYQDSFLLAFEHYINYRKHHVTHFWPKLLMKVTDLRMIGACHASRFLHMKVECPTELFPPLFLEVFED
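TRb LBD 0.6 uM + Texas Red SRC2 peptide 20 nM, 1 uM T3, Tris buffer w/ 5% DMSO; compound pinned, 5 h RT; FP read ex 555/em 632; normalized to unbound and bound controls.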
Tau fibril ThT – tau fibrillization inhibition (ThT binding) | actives 2.1% (n = 270,000) | recombinant tau K18 P301L, heparin-induced fibrillization, ThT fluorescence | AID 1460 | P10636 | Potency, µM (highest dose often 57.4 µM), for inactives: at the top dose activity, negative = inhibition, hits mostly inhibitors; further: nearly all actives have a fitted effect of over 55% in size
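Fibril formation assay: tau K18 P301L at 15 uM with trace Alexa 594 label, heparin inducer 20 uM, pH 7 sodium acetate buffer, 37 C for 6 hr; endpoint ThT signal.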
Starred values were filed as active, the others as inactive; ? = inconclusive; . = no result given; & = joins results of further samples; [ ] = another dose, or the depositor's remark. Unless noted, the call rests on the fitted dose curve; in most records, active means well fitted curve in the direction sought with a large enough effect; inconclusive means small, poorly fitted or top-dose-only effect, or another doubt; inactive means no such curve, though single readings can be large; an effect the other way counts as inactive or inconclusive. Unless noted, on the % scale 0 is the no-effect control and ±100 the full control effect; potency means the concentration at half of the fitted maximal effect.

SMILES	L3MBTL1 block	aGal spleen mod	Tau fluor counter	TexasRed fluor	ALDH1A1 inh	Tau FP inhib	TRb SRC2 PPI	Tau fibril ThT
COc1ccc(CN(C2CCCC2)S(=O)(=O)c2ccc(-n3cnnn3)cc2)cc1OC	-3%	3%	-27%	-2%	1.8µM*	-14%	-11%	-11%
O=C(CSc1oc(-c2ccccc2)nc1S(=O)(=O)c1ccc(Br)cc1)NC1CCCCC1	.	.	-17%	0%	.	-10%	0%	-13%
Cc1cccc(Cn2c(SCc3ccc(C(=O)NC4CCCC4)cc3)nc3ccncc32)c1	.	.	-13%	-1%	.	?	2%	9%
COc1ccc([C@@H]2[C@@H](C(=O)C(C)(C)C)N3N=Cc4ccccc4[C@@H]3C23C(=O)OC(C)(C)OC3=O)cc1OC	-2%	-7%	-2%	2%	-8%	0%	-2%	-8%
Cc1ccc2oc(-c3cccc(NC(=O)Cc4cccs4)c3)nc2c1	7%	2%	-12%	-1%	10%	0%	-9%	0%
COC(=O)c1ccc(NS(=O)(=O)c2ccc(OC)cc2)cc1	-2%	-5%	-10%	-4%	0%	-4%	-6%	-3%
Cc1ccc(Nc2nc(N)nc(CN3CCCCCC3)n2)cc1	?	1%	0%	-1%	-9%	0%	-15%	-17%
O=C1CSC(=S)N1/N=C/c1ccc(O)c([N+](=O)[O-])c1	.	-5%	?	-17%	1.3µM*	?	10%	6.3µM*
COc1ccc(C(O)C2=CCCC2=O)cc1 (stereo not given)	.	-3%&-6%	0%&2%	-1%&-2%	-5%	10%&6%	11%&14%	3%&-1%
CN(C)c1ccc(C(CNC(=O)c2ccccc2)N2CCc3ccccc32)cc1 (stereo not given)	.	.	?	-3%	.	-11%	3%	?
O=C(CCc1ccccc1)NC(=S)Nc1ccc(S(=O)(=O)N2CCOCC2)cc1	1%	-10%	-27%	1%	?	-4%	3%	-5%
COc1cc2c(cc1NC(=O)C(C)NCc1ccccc1)oc1ccccc12 (stereo not given)	-4%	-7%	4%	0%	-7%	-3%	7%	7%
CCN(CC)c1ccc(C2N(C(=O)N3CCOCC3)CCN2S(=O)(=O)c2ccc(C)cc2)cc1 (stereo not given)	.	4%	-27%	-1%	7.9µM*	7%	1%	-20%
Cc1ccc(-c2csc(/C(C#N)=C/Nc3ccccc3SC(F)(F)F)n2)cc1	33%[activator]	12%	0%	-88%[53 µM]	7%	-1%	-11%[53 µM]	2%
O=C(CSCc1cc(=O)c2cc(F)ccc2[nH]1)Nc1ccccc1Cl	.	.	-4%	-1%	.	-1%	6%	2%
Cc1oc2c(cc(NS(=O)(=O)c3ccc(C(C)C)cc3)c3ccccc32)c1C(=O)OCc1ccccc1	.	.	-22%	-2%	.	-14%	5%	-2%
C=CCNC1=C(Cl)C(=O)N(c2cccc(Cl)c2Cl)C1=O	24%	1%	?	-1%	-10%	-14%	-7%	?
CSCCC1NC(=O)N(CC(=O)Nc2c(Cl)cc(Cl)cc2Cl)C1=O (stereo not given)	3%	-5%	0%	-2%	10%	-2%	0%	-3%
CC(C)=CCC1=C(O)[C@](O)(CC=C(C)C)C(=O)C(C(=O)CC(C)C)=C1O	.	-4%	-22%	0%	-7%	3%	4%	-16%
CC1=Nc2cc(C(=O)NC3CCCC3)ccc2Sc2ccc(Cl)cc21	.	.	-13%	0%	.	1%	3%	-13%
O=c1c(C=NCCCO)c(-c2ccccc2)[nH]n1-c1nc2ccccc2s1	-15%	-6%	-6%	-2%	-2%	0%	-8%	11%
O=C(N/N=C/C=C\c1ccccc1[N+](=O)[O-])c1cccs1	-3%	-21%	-24%	-7%	?	-7%	9%	?
Nc1c(C(=O)NCc2cccnc2)sc(=S)n1-c1ccccc1	-7%	-3%	4%	-1%	8.9µM*	-3%	-14%	-9%
CCn1nc(C)c(/C=N/NC(=O)Cc2ccc(Cl)cc2)c1C	6%	-2%	3%	0%	10%	1%	1%	-1%
Cc1ccc(-c2nc(CCNC(=O)C(=O)Nc3ccc(C)c(C)c3)cs2)cc1	.	.	11%	-22%	.	-6%	4%	5%
Next part:
SMILES	L3MBTL1 block	aGal spleen mod	Tau fluor counter	TexasRed fluor	ALDH1A1 inh	Tau FP inhib	TRb SRC2 PPI	Tau fibril ThT
FC(F)(F)c1ccc(Sc2nnc(-c3cccs3)n2CC2CCCO2)nc1 (stereo not given)	-3%	-2%	-4%	0%	8%	-4%	-1%	-6%
O=C(NC1CC1)c1sccc1-n1cccc1	.	10%	-3%	0%	-1%	3%	4%	-3%
CC(C)NC(=O)CSc1nc(-c2cccs2)cc(-c2ccccc2)c1C#N	0%	-1%	3%	-2%	?	3%	1%	-1%
CCCC1CCC(C(=O)Nn2cnc3ccccc3c2=O)CC1 (stereo not given)	5%	2%	-4%	1%	-3%	-5%	-18%	?
FC(F)(F)c1ccc(-c2n[nH]c(=S)o2)nc1	11%	-2%	-7%	1%	-9%	0%	10%	-8%
O=C(Nc1nnc(SCc2ccccc2)s1)c1cccc([N+](=O)[O-])c1	-7%	7%	?	-2%	-19%	?	2%	?
COc1ccccc1NC(=O)c1cc(S(=O)(=O)NCc2ccccc2)ccc1F	.	-12%	-23%	1%	12%	?	-1%	?
CCOC(=O)c1c(C)oc2c1c(C=NCCO)c(O)c1ccccc12	?	5%	?	0%	?	-5%	7%	13µM*
CC(Nc1cc(N2CCNCC2)ccc1[N+](=O)[O-])c1ccccc1 (stereo not given)	-13%	19%	-6%	-3%	0%	-2%	2%	0%
Clc1ccc(CN=C2Nc3ccccc3CS2)cc1	14%	4%	?	-3%	-6%	6%	2%	-16%
CC(=O)N(C1=C(N2CCOCC2)C(=O)c2ccccc2C1=O)c1ccc(C(=O)O)cc1	-16%	-2%	18µM*[quencher]	0%	.	?	1%	14µM*
CCOC(=O)CSc1nc2ccccc2n1C(=O)OCC	11%	-15%	-10%	0%	6%	-13%	-2%	-9%
Cc1c(Cl)cccc1NC(=O)CC1SCCNC1=O (stereo not given)	.	3%	-3%	3%	0%	-3%	4%	0%
CCCCNC(=O)CSc1nc2ccc(Nc3nc(N4CCOCC4)nc(N4CCOCC4)n3)cc2s1	1%	-3%	-23%	0%	.	5%	-7%	?
COc1ccc(C2CC(c3ccccc3)=NN2c2ccc(S(N)(=O)=O)cc2)cc1OC (stereo not given)	54%[activator]	6%	?	-2%	?	14%	2%	?
Cc1cc(C)c2nc3sc(C(=O)N4CCOCC4)c(N)c3cc2c1	.	2%	?	-6%	.	10%	5%	?
CCOc1ccc(C(=O)N/N=C/c2cc([N+](=O)[O-])cs2)cc1	.	-6%	-25%	-3%	-3%	-8%	4%	?
Cc1csc(NC(=O)CCNS(=O)(=O)c2ccc3c(c2)c(=O)n(C)c(=O)n3C)n1	39%[activator]	-6%	7%	0%	2%	0%	-8%	8%
C=CCN(C(=O)CNC(=O)c1ccco1)C(C(=O)NC1CCCCC1)c1ccc(OC)cc1OC (stereo not given)	4%	-6%	-3%	0%	1%	-3%	-17%	-8%
O=c1cc(CSc2ccc([N+](=O)[O-])cc2)nc2sccn12	.	1%	-9%	-1%	-7%	-7%	8%	?
COc1ccc(N2CCN(c3oc(-c4ccc(COc5cccc(C)c5)o4)nc3C#N)CC2)cc1	.	.	?	?	.	6%	-6%	-16%
Cc1cccc(C)c1OCc1nc2c3cnn(-c4cccc(F)c4)c3ncn2n1	.	.	1%	5%	.	-7%	-6%	?
COc1cc(NC(=O)/C=C/c2ccccc2)c(C(=O)O)cc1OC	1%	-2%	-9%	-8%	.	8%	1%	?
Cc1cc2ccccc2n1CCNC(=O)C1CCCC1	-1%	9%	-3%	-3%	3%	0%	1%	-7%
CC(=O)Nc1nc(C)c(CCCOc2ccc([N+](=O)[O-])cc2)c(=O)[nH]1	2%	7%	-12%	0%	0%	1%	5%	-17%

Whole records, quoted from the list.
COc1cc(NC(=O)/C=C/c2ccccc2)c(C(=O)O)cc1OC is listed as L3MBTL1 block = 1%; aGal spleen mod = -2%; Tau fluor counter = -9%; TexasRed fluor = -8%; ALDH1A1 inh = .; Tau FP inhib = 8%; TRb SRC2 PPI = 1%; Tau fibril ThT = ?
CC(=O)N(C1=C(N2CCOCC2)C(=O)c2ccccc2C1=O)c1ccc(C(=O)O)cc1 is listed as L3MBTL1 block = -16%; aGal spleen mod = -2%; Tau fluor counter = 18µM*[quencher]; TexasRed fluor = 0%; ALDH1A1 inh = .; Tau FP inhib = ?; TRb SRC2 PPI = 1%; Tau fibril ThT = 14µM*

Limited to ALDH1A1 inh, Tau FP inhib and TRb SRC2 PPI (2 entries from above):
smiles	ALDH1A1 inh	Tau FP inhib	TRb SRC2 PPI
FC(F)(F)c1ccc(-c2n[nH]c(=S)o2)nc1	-9%	0%	10%
O=C(Nc1nnc(SCc2ccccc2)s1)c1cccc([N+](=O)[O-])c1	-19%	?	2%

(next part)
SMILES	L3MBTL1 block	aGal spleen mod	Tau fluor counter	TexasRed fluor	ALDH1A1 inh	Tau FP inhib	TRb SRC2 PPI	Tau fibril ThT
COc1ccc(S(=O)(=O)N(CCN2CCOCC2)Cc2cc(OC)ccc2OC)cc1	.	5%	-2%	2%	?	-5%	-3%	-2%
O=C(Nc1ccccc1)N1N=C(c2cccs2)CC1c1cccs1 (stereo not given)	12%	10%	-16%	1%	?	-4%	0%	-1%
Cc1ccc(NC(=O)CCNC(=O)c2ccco2)cc1F	-4%	-1%	6%	-2%	-4%	3%	3%	3%
Cc1cc(NC(=O)c2cc(-c3ccc(Br)cc3)on2)nn1Cc1ccc(Cl)cc1	.	.	-25%	-18%	.	?	3%	-13%
O=C(Nc1cc(Cl)cc(Cl)c1)c1ccc(F)c(S(=O)(=O)N2CCCC2)c1	.	.	?	-2%	.	14µM*	9%	-5%
Cc1cccc(Cn2cc(C(=O)c3ccccc3)c(=O)c3cc4c(cc32)OCO4)c1	.	.	-10%	-2%	.	0%	6%	-9%
CCCNC(=O)C(CC)NS(=O)(=O)c1ccc(OC)cc1 (stereo not given)	2%	8%	-6%	-1%	-4%	-2%	-2%	-1%
Cc1onc(-c2ccncc2)c1C(=O)O	5%	7%	0%	-2%	13%	0%	-13%	-7%
Cn1c(=O)oc2cc(S(=O)(=O)CCC(=O)N3CCN(c4cccc(Cl)c4)CC3)ccc21	.	.	-16%	-4%	.	-4%	8%	-14%
Cc1cc(=O)[nH]c(CN2CCC(c3ccccc3)CC2)n1	2%	-4%	1%	0%	?	1%	-1%	0%

Hits appear at their usual frequency, and some 8.5% of all compounds hit somewhere here.
